Bioassay records (PubChem)
RSV antiviral HEp-2 = inhibition of RSV-induced cytopathic effect – HEp-2 cells, primary 10 µM value included (AID 2391). HEp-2 cells, RSV-induced CPE inhibition; higher % means a stronger effect. one-dose CPE inhibition, % at 10 µM; IC50 in µM for titrated hits. 310,000 compounds, 0.13% hits; in the data active means a potency from the dose series; further: strong numbers were not always called active
Large T inhibition = SV40 large T antigen inhibitors, biochemical (AID 1903); SV40 large T antigen ATPase/helicase inhibition assay; higher % means a stronger effect; inhibition, % at 20 µM; hits with a dose series show IC50 in µM; 310,000 compounds, 0.39% hits; in the data active means a potency from the dose series; further: strong numbers were not always called active
West Nile antiviral = inhibition of WNV-induced cytopathic effect – cell-based, CPE readout (AID 1621) | West Nile virus-infected cells, CPE inhibition; higher % means a stronger effect | CPE inhibition, % at 10 µM, or IC50 in µM where a hit was titrated | 290,000 compounds, 0.02% hits; in the data active means a potency from the dose series; further: strong numbers were not always called active
* hit, by the source's call.

Start of the data: the first 3 entries as a preview:
No.	Large T inhibition	West Nile antiviral	RSV antiviral HEp-2	SMILES
1	14.3%	0.1%	0.9%	O=C(Nc1nnc(S(=O)(=O)N2CCOCC2)s1)c1cccc(F)c1
2	6.8%	-0.1%	8.3%	COc1ccccc1N1CCN(C(=O)c2cc3c(s2)-c2ccccc2OC3)CC1
3	-5.0%	-0.1%	-1.7%	N#Cc1ccc2[nH]cc(CCO)c2c1

Results, from the first entry:
No.	Large T inhibition	West Nile antiviral	RSV antiviral HEp-2	SMILES
1	14.3%	0.1%	0.9%	O=C(Nc1nnc(S(=O)(=O)N2CCOCC2)s1)c1cccc(F)c1
2	6.8%	-0.1%	8.3%	COc1ccccc1N1CCN(C(=O)c2cc3c(s2)-c2ccccc2OC3)CC1
3	-5.0%	-0.1%	-1.7%	N#Cc1ccc2[nH]cc(CCO)c2c1
4	2.0%	-0.4%	-2.4%	CCCCCCCCN1[C@@H](CC(=O)OCC)c2cc(F)ccc2S1(=O)=O
5	-1.2%	-1.2%	0.0%	COC(=O)c1cc(S(=O)(=O)N2CCN(Cc3ccccc3)CC2)cn1C
6	16.9%	0.1%	1.9%	CC(=O)N1CCc2c(sc3c2c(=O)n(-c2ccccc2)c(=O)n3CC(=O)NCC2CCCO2)C1 (centres undefined)
7	11.8%	0.2%	-0.1%	COC(C[C@@H](O)C[C@@H](O)[C@H](C)OCc1ccccc1)OC
8	2.8%	-0.7%	3.5%	CN1C(=O)C(C)(C)c2cc(S(=O)(=O)N3CCCCCC3)ccc21
9	12.3%	0.2%	1.2%	CCOC(=O)c1[nH]c2ccc(OC)cc2c1NC(=O)c1ccccc1C(=O)O
10	11.9%	-0.1%	0.9%	COc1ccc(NC(=O)c2cc(S(=O)(=O)N3CCCC3)cn2C)cc1Cl
11	4.2%	0.0%	-0.2%	CC1=C(N2CCOCC2)CCC1=O
12	6.8%	0.1%	1.1%	COc1ccc(NC(=O)CSc2nc3ccccc3nc2N2CCOCC2)cc1
13	2.0%	-0.8%	0.8%	Cc1ccc(CCNC(=O)c2nnc(CS(=O)(=O)c3ccccc3)o2)cc1
14	8.5%	-0.3%	-0.8%	CCCCCc1ccc(-c2cn(CN3C(=O)c4ccccc4C3=O)nn2)cc1
15	2.8%	-0.9%	1.1%	CCC(Sc1nc2ncccc2[nH]1)C(=O)NCCc1ccccc1 (centres undefined)
16	0.3%	-0.6%	-0.7%	CC1CC(C)CN(CCCNC(=O)CCC(=O)N2CC(C)Oc3ccccc32)C1 (centres undefined)
17	6.3%	0.2%	2.0%	O=C(NCc1ccccc1)c1nnc(CS(=O)(=O)c2ccccc2)o1
18	12.4%	-0.5%	6.1%	Cc1nc(C(=O)Nc2cc(F)cc(Cl)c2)sc1C1(C)CC(c2ccccc2)=NO1 (centres undefined)
19	12.7%	0.1%	1.4%	CCOc1ccc(/C=C2\CCC(C3CCCC3)C2=O)cc1 (centres undefined)
20	19.0%	-0.1%	1.8%	C[C@H](NC(=O)c1nc[nH]c1C(=O)NCC(=O)OCc1ccccc1)C(=O)OCc1ccccc1
21	17.6%	-0.8%	2.1%	COc1ccc(Nc2ccc(Cl)nn2)cc1
22	4.6%	-0.6%	1.2%	CCC(C)NC(=O)CNC(=O)c1nn(-c2ccc(OC)c(Cl)c2)c(=O)c2ccccc12 (centres undefined)
23	8.0%	0.2%	0.5%	Cn1cc(S(=O)(=O)N2CCCC2)cc1C(=O)NCc1ccc(Cl)cc1
24	8.1%	0.1%	0.5%	CCOC(=O)c1cccc(NC(=O)C2CCCN(c3nnc(N4CCCC4=O)s3)C2)c1 (centres undefined)
25	2.6%	-0.4%	2.0%	Cc1cccc2c1cnn2C(=O)CCC(=O)NCC(C)c1ccccc1 (centres undefined)

Single records (already shown). Order of values: Large T inhibition | West Nile antiviral | RSV antiviral HEp-2
Record of N#Cc1ccc2[nH]cc(CCO)c2c1 → -5.0% | -0.1% | -1.7%
Record of CN1C(=O)C(C)(C)c2cc(S(=O)(=O)N3CCCCCC3)ccc21 → 2.8% | -0.7% | 3.5%
Record of Cn1cc(S(=O)(=O)N2CCCC2)cc1C(=O)NCc1ccc(Cl)cc1 → 8.0% | 0.2% | 0.5%
Record of COc1ccc(NC(=O)CSc2nc3ccccc3nc2N2CCOCC2)cc1 → 6.8% | 0.1% | 1.1%
Record of CC1=C(N2CCOCC2)CCC1=O → 4.2% | 0.0% | -0.2%

Later entries.
No.	Large T inhibition	West Nile antiviral	RSV antiviral HEp-2	SMILES
26	11.8%	-0.7%	6.6%	C=CCOC(=O)C1=C[C@H](C2CCCCC2)C[C@H](OCc2ccc(CO)cc2)O1
27	7.2%	0.3%	1.1%	Cc1oc2c(C)c3oc(=O)c(CCC(=O)N[C@@H](CC(C)C)C(=O)O)c(C)c3cc2c1C
28	4.8%	-1.4%	2.6%	COc1ccc(C)cc1Nc1nc(C)nc2c1oc1ccccc12
29	0.8%	-0.4%	0.9%	CCOCCn1c(CN2CCN(CCO)CC2)nc2c1c(=O)n(C)c(=O)n2C
30	-0.7%	-0.5%	0.3%	CC1(c2nnc(Cc3ccccc3)o2)CC(c2ccc(F)cc2)=NO1 (centres undefined)
31	10.0%	-0.4%	1.0%	CCn1nc(Cc2cccc3ccccc23)c(C#N)c1N
32	27.2%	-0.6%	1.2%	CCCCC1=CC2=CC(=O)C(C)(OC(=O)c3ccco3)C(=O)C2=CO1 (centres undefined)
33	3.4%	-0.7%	0.1%	CCN(C(=O)c1cc(S(=O)(=O)N2CCOCC2)cn1C)c1cccc(C)c1
34	15.7%	-0.2%	1.3%	c1cncc(-c2cn(C[C@H]3CC[C@@H]([C@@H]4CC[C@H](Cn5cc(-c6cccnc6)nn5)O4)O3)nn2)c1
35	9.5%	-0.4%	1.6%	O=C(Nc1nc2c(F)cccc2s1)c1ccco1
36	0.2%	0.3%	0.6%	CCOC(=O)/C=C/c1ccccc1S(=O)(=O)NC(C)(C)C
37	21.5%	-0.2%	9.8%	OCCOCCn1c(CCNc2nc(-c3ccc(F)cc3)cs2)nc2cc(C(F)(F)F)ccc21
38	12.9%	1.2%	2.0%	COc1ccc(-c2cc3c(=O)n(CC(=O)NCc4cccnc4)ncn3n2)cc1
39	-3.9%	0.4%	2.2%	CC1(C)c2[nH]c3ccccc3c2C[C@@H]2C(=O)N(c3cc(F)ccc3F)C(=O)N21
40	5.2%	0.2%	1.2%	CC(C)C[C@@H](CO)N1CCN(Cc2ccc(O)cc2)CCC1=O
41	21.6%	1.4%	-1.4%	Cc1ccc2[nH]c3c(=O)[nH]ncc3c2c1
42	-2.1%	0.2%	0.8%	COc1cccc(N2[C@@H](CC(C)=O)c3cc(C(F)(F)F)ccc3S2(=O)=O)c1
43	2.1%	-1.2%	3.3%	COc1ccc(NC(=O)C2=CC(c3ccc(C)cc3)=NS(=O)(=O)N2C)cc1
44	14.8%	-0.4%	0.5%	Cn1cc(S(=O)(=O)N2CCOCC2)cc1C(=O)NCCc1ccccc1
45	9.8%	0.2%	0.1%	O=C(Nc1ccccc1C(=O)O)C1=NN=CC1
46	17.1%	0.0%	1.3%	COc1cccc(C(=O)Nc2nnc(S(=O)(=O)N3CCCCC3)s2)c1
47	5.8%	0.0%	1.6%	Cc1cc(C(=O)NN)n[nH]1
48	1.7%	3.2%	16.1%	OCCNc1nc(Nc2ccc(Cl)cc2)nc(N2CCCC2)n1
49	15.1%	0.0%	-0.1%	CCN1C(=O)N[C@@H](CCc2ccccc2)[C@H](C(C)=O)[C@H]1C
50	7.9%	0.4%	1.0%	O=C1CC2(CCCCCC2)Oc2ccc(Cl)cc21
51	10.1%	-1.2%	1.5%	COc1ccc(CCNC(=O)C(=O)NCC2OCCN2S(=O)(=O)c2ccc(Cl)cc2)cc1 (centres undefined)
52	11.3%	-0.4%	2.2%	CCCC(=O)N(Cc1cc(=O)[nH]c2ccccc12)c1ccccc1
53	3.5%	-0.2%	2.5%	Cn1cc(S(=O)(=O)N2CCOCC2)cc1C(=O)NCc1ccc(Cl)cc1
54	17.9%	-1.0%	7.5%	CC1CCN(S(=O)(=O)c2nnc(NC(=O)c3cccc(Cl)c3)s2)CC1
55	0.3%	0.2%	2.7%	Cc1ccc2c(c1)N(C(=O)CCC(=O)N1CCOCC1)CCO2
56	11.9%	-0.6%	-0.4%	CCC(C)[C@H]1COCCS(=O)(=O)N1Cc1ccccc1 (some centres undefined)
57	-3.1%	0.5%	-0.1%	Cc1cccc(NC(=O)CSc2nc3ccccc3nc2N2CCCC2)c1C
58	6.0%	-1.3%	-0.4%	COc1ccc(-c2noc(N3CCC(C(=O)NC(C)c4ccccc4)CC3)n2)cc1 (centres undefined)
59	13.6%	0.0%	1.0%	Cc1ccc(NS(=O)(=O)c2cn(C)c(=O)n(C)c2=O)c(C)c1
60	16.3%	-0.6%	4.8%	CCOC(=O)c1cc(-c2ccccc2)nn1CC1CC(c2cccc([N+](=O)[O-])c2)=NO1 (centres undefined)
61	-3.1%	2.1%	1.4%	CC(=O)C(C(c1ccccc1)c1c[nH]c2ccccc12)[N+](=O)[O-] (centres undefined)
62	8.0%	-1.1%	1.4%	COc1ccc(-c2noc(N3CCC(C(=O)Nc4ccc(OC)cc4OC)CC3)n2)cc1
63	7.5%	-0.4%	0.9%	Cc1ccc(NS(=O)(=O)c2c(C)nc3sccn3c2=O)cc1
64	20.1%	-0.4%	5.5%	COc1ccc([C@H]2/C=C\CN(C(=O)CC(C)(C)C)[C@@H](C)C(=O)N2Cc2ccc(F)cc2)cc1
65	6.5%	1.1%	-1.2%	CCN(CC)CCNC(=O)c1cc2c(=O)n(C)c3ccccc3c2s1
66	17.0%	-0.3%	0.7%	COC(=O)c1ccc(S(=O)(=O)c2ccc([N+](=O)[O-])cc2)cc1
67	-1.9%	-2.0%	-0.4%	OC(CN1CCN(C(c2ccccc2)c2ccccc2)CC1)c1ccccc1 (centres undefined)
68	2.3%	-0.8%	2.5%	Cc1ccc2c(c1)N(C(=O)CCC(=O)N1CCN(c3ccccc3)CC1)CCO2
69	18.6%	-0.8%	-0.9%	COc1ccc(-c2csc(NC(CO)c3nc4ccccc4n3CCCO)n2)cc1 (centres undefined)
70	11.4%	1.5%	2.5%	C=C1CCN([C@@H](Cc2ccccc2)C(=O)O)S(=O)(=O)c2ccccc21
71	18.4%	0.6%	0.5%	CCOP(=O)(c1ccc(N(C)C)cc1)C(O)c1ccc(OC)cc1 (centres undefined)
72	0.5%	-0.3%	0.5%	CCCN1CCC(=O)N([C@H](CO)c2ccccc2)CC1
73	3.1%	0.8%	4.9%	CC1CN(c2nc3ccccc3nc2SCC(=O)Nc2ccc(F)cc2)CC(C)O1 (centres undefined)
74	9.5%	0.4%	-0.5%	Cc1ccc(NC(=O)c2sc(C)nc2C)c(C)c1
75	8.1%	-0.6%	-0.3%	COc1ccc(N2CCN(C3CCN(S(=O)(=O)c4ccc(F)cc4)CC3)CC2)cc1

The listing continues:
No.	Large T inhibition	West Nile antiviral	RSV antiviral HEp-2	SMILES
76	6.8%	0.3%	1.4%	COc1ccc(NC(C)=O)cc1NS(=O)(=O)c1cn(C)c(=O)n(C)c1=O
77	9.0%	-0.4%	0.6%	COc1ccc(CCNC(=O)c2nnc(CS(=O)(=O)c3ccccc3)o2)cc1OC
78	23.6%	-1.1%	5.3%	COc1ccc(N2CCN(C(=O)CCC(=O)N3CCOc4ccc(Cl)cc43)CC2)cc1
79	2.6%	-1.1%	1.3%	CCOC(=O)CC1C(=O)NCCN1C(=O)c1ccc(C)cc1 (centres undefined)
80	20.1%	-0.3%	-2.4%	O=S1(=O)CCOC[C@H](CC2CCCCC2)N1Cc1cccc(Cl)c1
81	-3.6%	-0.3%	-0.6%	COc1ccccc1CCNC(=O)C(=O)NCC1OCCN1S(=O)(=O)c1ccc(OC)c(OC)c1 (centres undefined)
82	1.6%	-1.0%	-0.1%	CCOc1ccc(CCNC(=O)Cn2ncn3nc(-c4ccc(OC)cc4)cc3c2=O)cc1
83	2.5%	-0.6%	2.3%	COc1ccc(NS(=O)(=O)c2cc3c(cc2C)N(C)CCO3)cc1
84	11.2%	-0.4%	5.3%	COC(=O)C(C)n1cnc2c(nnn2-c2ccc(C)cc2)c1=O (centres undefined)
85	8.5%	1.4%	2.2%	C#CCN1c2ccccc2Sc2cccnc21
86	6.7%	0.0%	0.6%	CC1(c2nnc(-c3ccc(F)cc3)o2)CC(c2ccncc2)=NO1 (centres undefined)
87	20.9%	1.3%	3.6%	O=C1c2ccccc2S(=O)(=O)c2cc(N3CCN(C(=O)c4ccccc4)CC3)ccc21
88	4.2%	-2.3%	0.8%	CC1CC(C)CN(c2oc(-c3ccccc3F)nc2C#N)C1 (centres undefined)
89	10.0%	-1.4%	-0.1%	COc1ccc(N2CCN(C(=O)c3cc4cc(Cl)ccc4[nH]3)CC2)cc1
90	5.1%	-0.2%	0.7%	CCCCN(C(=O)c1ccc(Cl)c(S(=O)(=O)N2CCOCC2)c1)c1c(N)n(CCC)c(=O)[nH]c1=O
91	8.3%	-0.8%	3.2%	CCCC(=O)N(Cc1cc(=O)[nH]c2ccccc12)c1ccc(OC)cc1
92	21.0%	-1.4%	4.4%	O/N=C(/c1ccc(Cl)cc1)C1CC1c1ccccc1 (centres undefined)

The list is partial, so the mix of outcomes need not match the whole.
